Screening data as filed in PubChem.
RGS8-Gao reg: modulates binding of RGS8 to human Galphao. response (percent of control binding), % at 10 µM. 0.34% of 220,000 active. P09471. multiplexed bead flow cytometry; actives lie on both sides. AID 1423; in the data active means response below about 60% or above about 140%; inactive means in between;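 further: Galphao activated as the GDP aluminium fluoride complex binding bead-coupled RGS8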
Target sequence (P09471 whole entry, looked up): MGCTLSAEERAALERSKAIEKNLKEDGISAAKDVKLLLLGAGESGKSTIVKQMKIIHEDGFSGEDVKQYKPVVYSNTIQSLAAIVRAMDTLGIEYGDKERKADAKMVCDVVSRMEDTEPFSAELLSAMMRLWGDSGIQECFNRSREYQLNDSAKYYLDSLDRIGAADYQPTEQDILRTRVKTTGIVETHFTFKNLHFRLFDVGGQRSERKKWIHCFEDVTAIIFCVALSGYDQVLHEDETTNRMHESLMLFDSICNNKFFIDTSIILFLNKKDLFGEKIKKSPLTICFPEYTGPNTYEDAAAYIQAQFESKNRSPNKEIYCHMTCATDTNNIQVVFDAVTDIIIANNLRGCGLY
Rab2 wt GTP: changes GTP binding to wildtype dog Rab2A, up or down. GTP binding activity, % at 10 µM. P61105. 0.19% of 190,000 active. GST-Rab2 wt beads, Bodipy-GTP binding, flow cytometry;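 active means GTP binding activity at least 20 points away from 100%, either lowered or raised; inconclusive means signal likely due to the compound's own green fluorescence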;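 further: 0% = beads with excess unlabeled GTP and 100% = no-compound control corrected for plate trend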
Rac1 wt modul: alters GTP binding to wildtype human Rac1; 0.27% of 190,000 active; AID 757; GST-Rac1 beads, fluorescent GTP binding, flow cytometry; actives lie on both sides; 0 = cold GTP competed, 100 = untreated; GTP binding activity (% of control), % at 10 µM;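 active means GTP binding activity at least 20 points away from the 100% control level, either lower or higher; inconclusive means compound flagged as likely green fluorescent, judged across all proteins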
HRas wt GTP bind: modulators of GTP binding to human HRas wildtype; GST-Ras wt beads, Bodipy-FL-GTP binding, flow cytometry; actives lie on both sides; GTP binding activity, % at 10 µM; AID 759; 0.14% of 190,000 active;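 active means GTP binding activity at least 20% away from the 100% baseline, either lowered as inhibitor or raised as activator; inconclusive means flagged as likely green fluorescent, judged across all proteins in the well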;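 further: 0% = unlabeled GTP competition control and 100% = no-compound control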
Target sequence (P01112 whole entry, looked up): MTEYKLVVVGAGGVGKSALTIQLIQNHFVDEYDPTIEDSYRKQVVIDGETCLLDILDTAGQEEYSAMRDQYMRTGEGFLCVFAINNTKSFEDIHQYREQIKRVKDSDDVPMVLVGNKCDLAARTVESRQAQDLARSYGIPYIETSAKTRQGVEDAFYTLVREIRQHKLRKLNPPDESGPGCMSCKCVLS
Mcl1-Noxa inh: disrupts binding of human Mcl-1 to Noxa peptide; TR-FRET Mcl-1/Noxa peptide binding, 2 h; inhibition, % at 21.7 µM; 1.5% of 220,000 active;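 active means compounds that cut the protein-peptide binding signal by more than 50% relative to plate controls in a single-dose test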;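 further: His-tagged Mcl-1 with rhodamine Noxa BH3 peptide and terbium anti-His antibody; 0% = Mcl-1 plus Noxa peptide wells and 100% = peptide-only wells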
Target sequence (Q07820 whole entry, looked up): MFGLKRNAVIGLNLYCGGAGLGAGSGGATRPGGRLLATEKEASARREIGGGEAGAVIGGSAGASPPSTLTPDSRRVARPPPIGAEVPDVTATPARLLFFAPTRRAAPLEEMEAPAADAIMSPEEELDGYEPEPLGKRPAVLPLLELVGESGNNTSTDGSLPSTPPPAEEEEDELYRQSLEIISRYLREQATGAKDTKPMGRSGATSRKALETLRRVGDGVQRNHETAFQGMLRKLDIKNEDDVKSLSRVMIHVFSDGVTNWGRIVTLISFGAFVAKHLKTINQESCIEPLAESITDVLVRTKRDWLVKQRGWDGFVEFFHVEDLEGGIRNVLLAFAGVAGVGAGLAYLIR
Cdc42 wt: modulators (inhibitors or activators) of GTP binding to human Cdc42 wildtype. 0.2% of 190,000 active. GST-Cdc42 beads, Bodipy-GTP binding, flow cytometry; actives lie on both sides. P60953. percent activity (GTP binding), % at 10 µM;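 active means percent activity GTP binding at least 20 points away from the 100% baseline, either down as inhibitor or up as activator; inconclusive means compound flagged as likely green fluorescent from well-wide comparison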;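 further: median bead fluorescence of bound Bodipy-FL-GTP at 100 nM; 0% = excess unlabeled GTP control and 100% = no compound control; below 100% means less GTP binding so inhibitor and above means activator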
Target sequence (P60953 whole entry, looked up): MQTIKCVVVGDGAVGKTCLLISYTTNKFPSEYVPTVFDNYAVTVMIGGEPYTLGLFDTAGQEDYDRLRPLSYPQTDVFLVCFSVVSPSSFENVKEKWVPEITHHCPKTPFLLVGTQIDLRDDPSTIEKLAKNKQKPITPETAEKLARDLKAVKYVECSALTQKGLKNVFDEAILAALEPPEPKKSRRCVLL
Pf gametocyte: inhibitors of late stage P. falciparum gametocyte viability | P. falciparum stage V gametocytes, ATP luminescence, 24 h | inhibition, % at 10.9 µM | 0.065% of 150,000 active | AID 743093;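 active means inhibition above the mean plus 3 SD of compounds within the control limits, set per campaign, cut at about 38% in these data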;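 further: 0% = DMSO wells and 100% = medium only without gametocytes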
Bim-Mcl-1: disrupts Bim peptide binding to human Mcl-1. 0.1% of 190,000 active. Bead-based flow cytometry, Bim peptide-Mcl-1 binding. AID 1009. inhibition, % at 10 µM; in the data active means inhibition above about 40%;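 further: 0% = no compound tracer wells and 100% = peptide blocker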
Rac1 act GTP bind: alters GTP binding to activated mutant human Rac1; GST-Rac1 activated beads, fluorescent GTP binding, flow cytometry; actives lie on both sides; 100% means binding = to untreated wells; 0.11% of 190,000 active; percent activity (GTP binding), % at 10 µM; AID 764; P63000;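 active means GTP binding at least 20 percentage points away from the 100% baseline, in either direction, so actives lie on both sides; inconclusive means Compound likely fluorescent itself, or too few beads counted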
Mcl1 Bid PPI: disrupts binding of human Mcl-1 to Bid peptide. Q07820. TR-FRET Mcl-1/Bid-Dy647 peptide binding, 1536-well. inhibition, % at 21.7 µM. 0.97% of 220,000 active;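 active means compounds that cut the binding signal by more than half at the single screening dose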;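 further: His-tagged Mcl-1 with europium anti-His antibody binding Bid BH3 peptide; 0% = Mcl-1 plus peptide wells and 100% = peptide-only wells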
Rab7 wt GTP bind: alters GTP binding to wildtype dog Rab7; 0.055% of 190,000 active; AID 758; GST-Rab7 beads, fluorescent GTP binding, flow cytometry; actives lie on both sides; untreated = 100%, excess cold GTP = 0%; GTP binding activity (percent of control), % at 10 µM;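 active means fluorescent GTP binding to Rab7 beads changed by at least 20 points from the 100% baseline, either direction, mostly lower; inconclusive means compound itself probably fluorescent, or too few beads counted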;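 further: median green fluorescence of bound Bodipy-FL-GTP per Rab7 bead population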
* hit, by the source's call; ? = inconclusive; nt = not tested or not shown. The list is partial; rates above refer to the full screens.

SMILES	RGS8-Gao reg	Rab2 wt GTP	Rac1 wt modul	HRas wt GTP bind	Mcl1-Noxa inh	Cdc42 wt	Pf gametocyte	Bim-Mcl-1	Rac1 act GTP bind	Mcl1 Bid PPI	Rab7 wt GTP bind
COCCOC(=O)C1=C(N)OC(C)=C(C(=O)OC)C12C(=O)Nc1ccccc12 (stereo not drawn)	90.4	99.0	97.0	98.0	14.3	98.0	16.6	0.0	96.0	-1.6	99.0
CN(CCc1nnc(N)s1)[N+](=O)[O-]	100.7	103.0	105.0	102.0	17.5	104.0	-18.7	-5.0	98.0	-23.5	106.0
COc1cc(C)c(CN2CCN(c3ccccc3)CC2)cc1C	110.7	102.0	104.0	104.0	29.0	103.0	nt	-1.0	100.0	-36.0	104.0
CC(C)N(CCC(C(N)=O)(c1ccccc1)c1ccccn1)C(C)C (stereo not drawn)	104.9	100.0	103.0	102.0	15.2	104.0	nt	-3.0	96.0	13.7	97.0
OC1/C(=C/c2ccccc2C(F)(F)F)N2CCC1CC2 (stereo not drawn)	101.4	98.0	98.0	97.0	6.5	95.0	3.0	0.0	93.0	-8.4	98.0
O=[N+]([O-])/C(Cl)=C1\NCCN1Cc1ccc(Cl)nc1	102.6	98.0	99.0	98.0	5.7	99.0	-3.5	0.0	97.0	-48.6	98.0
CC(C)(C)C(=O)NC1CCSC1=O (stereo not drawn)	99.2	100.0	96.0	98.0	19.9	96.0	-29.0	-1.0	97.0	-31.6	103.0
CCN(CC)C(=O)c1ccc(NC(=O)Nc2ccccc2F)cc1	99.4	97.0	99.0	99.0	8.0	98.0	41.6*	0.0	94.0	-12.7	111.0
CC(C)[C@H]1C(=O)O[C@H](C(C)C)C(=O)N(C)[C@@H](C(C)C)C(=O)O[C@H](C(C)C)C(=O)N(C)[C@@H](C(C)C)C(=O)O[C@H](C(C)C)C(=O)N1C	100.5	?	?	?	13.0	?	nt	0.0	?	11.1	?
CN1C(=O)/C(=C/c2ccc(N3CCCCCC3)o2)C(=O)NC1=S	99.5	101.0	106.0	101.0	-10.9	102.0	16.4	4.0	100.0	-44.7	101.0
Cc1ccc(-c2nc3ccccc3c(=O)n2-c2ccc(Br)cn2)cc1	99.1	97.0	93.0	95.0	-6.2	93.0	11.2	1.0	92.0	-15.1	101.0
COc1ccc(-c2cc(=Nc3ccccc3)c3cc(C)ccc3o2)cc1	96.2	101.0	105.0	98.0	14.7	100.0	2.1	-3.0	100.0	-1.9	99.0
O=c1[nH]c(=O)n(Cc2ccco2)c(O)c1C=NCc1ccco1	91.4	103.0	98.0	101.0	11.9	101.0	nt	4.0	100.0	-5.3	100.0
N=C1c2ccccc2CN1NC(=O)c1ccccc1	100.4	103.0	106.0	101.0	-12.8	105.0	6.2	-4.0	101.0	-9.0	104.0
O=c1oc2ccccc2c(O)c1C(c1ccc([N+](=O)[O-])cc1)c1c(O)c2ccccc2oc1=O	98.9	93.0	96.0	92.0	31.0	87.0	1.4	0.0	89.0	25.6	106.0
CCCCn1c(O)c(C(CC)=NCCN2CCCCC2)c(=O)[nH]c1=O	103.7	99.0	102.0	100.0	14.4	96.0	-21.2	-2.0	97.0	-60.0	100.0
COc1ccccc1N=C1SCCCN1C	99.2	101.0	108.0	103.0	26.5	102.0	21.5	3.0	101.0	-14.4	101.0
O=C(OCC(=O)c1ccc([N+](=O)[O-])cc1)/C(=C/c1ccc(Cl)cc1)NC(=O)c1ccccc1	116.1	96.0	100.0	98.0	19.1	97.0	nt	3.0	97.0	-11.5	99.0
CC1CCN(CC(=O)c2ccccc2Cl)CC1	97.1	96.0	97.0	98.0	-3.0	104.0	nt	-2.0	99.0	-23.0	98.0
O=c1c2ccccc2nc(-c2ccc(Cl)cc2Cl)n1-c1ccncc1	101.1	93.0	97.0	94.0	8.2	93.0	20.6	0.0	96.0	15.6	93.0
COc1ccc(Cc2nccc3cc(OC)c(OC)cc23)cc1OC	105.0	97.0	99.0	98.0	31.1	100.0	nt	-3.0	98.0	47.4	93.0
COc1cccc(N2C(=O)NC(=O)C3(Cc4cc(C)ccc4N(C)C3)C2=O)c1 (stereo not drawn)	96.8	102.0	106.0	103.0	-0.6	103.0	-11.0	4.0	101.0	-55.3	100.0
CCOC(=O)C1=C(N)OC2=C(C(=O)CCC2)C12C(=O)N(CC(N)=O)c1ccccc12 (stereo not drawn)	94.6	101.0	101.0	102.0	12.4	102.0	nt	-7.0	98.0	-7.8	100.0
COc1ccc(-c2cc(=O)c3c(OC)c(OC)c(OC)cc3o2)cc1	102.8	95.0	94.0	94.0	-8.3	94.0	nt	-2.0	94.0	0.5	100.0
COc1ccccc1CN1CCN(C(=O)COc2ccccc2)CC1	111.5	102.0	105.0	99.0	16.6	102.0	nt	-6.0	98.0	49.4	100.0
CC(Cc1ccccc1)NC(=O)/C=C/c1ccc(Cl)cc1 (stereo not drawn)	103.9	100.0	104.0	101.0	-0.7	104.0	-1.0	17.0	101.0	-10.2	98.0
CCOC(=O)C1C2c3ccccc3O[C@@]1(C)N=C1SCC(=O)N12 (stereo partly drawn)	103.3	97.0	97.0	97.0	-5.7	98.0	3.3	2.0	94.0	-40.9	98.0
N#Cc1ccccc1Cn1cc(C(=O)c2cccs2)c2ccccc21	96.5	102.0	102.0	98.0	15.8	101.0	nt	0.0	97.0	-2.1	99.0
N#Cc1c(/N=C/c2c(O)n(Cc3ccco3)c(=O)[nH]c2=O)sc2c1CCCC2	98.5	102.0	100.0	102.0	10.8	101.0	nt	-3.0	100.0	-30.0	96.0
Cc1cccc(N2C(=O)NC(=O)/C(=C\c3cnn(-c4ccccc4)c3)C2=O)c1	98.3	99.0	97.0	99.0	29.4	100.0	6.7	0.0	96.0	-15.1	102.0
Cc1ccccc1NC(=S)NC(NC(=O)CF)C(Cl)(Cl)Cl (stereo not drawn)	102.7	101.0	108.0	101.0	8.8	106.0	-3.0	-6.0	103.0	-0.9	97.0
COc1ccc(NC(c2ccccc2F)P(=O)(Oc2ccccc2)Oc2ccccc2)cc1 (stereo not drawn)	101.2	95.0	99.0	97.0	13.2	96.0	nt	-21.0	99.0	-34.1	96.0
Oc1ccc2ccccc2c1CN1CC=C(c2ccccc2)CC1	99.2	101.0	102.0	100.0	23.2	99.0	2.9	-4.0	98.0	-20.8	107.0
O=c1c2ccccc2nc(-c2ccco2)n1-c1nccs1	105.0	103.0	102.0	104.0	-1.4	104.0	nt	0.0	99.0	2.0	99.0
COc1ccc(-c2nc3ccccc3c(=O)n2-c2nccs2)cc1	97.4	92.0	96.0	93.0	10.4	94.0	-15.1	-5.0	93.0	12.4	92.0
OC(c1ccncc1)(c1ccc(F)cc1)c1ccc(F)cc1	104.5	102.0	103.0	101.0	1.9	102.0	0.5	-5.0	101.0	-13.6	104.0
O=C(CN1CCOCC1)Nc1ccc(Br)cc1C(=O)c1ccccc1	100.2	98.0	108.0	103.0	-4.5	103.0	nt	0.0	98.0	7.8	101.0
c1ccc(CN2CCN(Cc3ccc4c(c3)OCCO4)CC2)cc1	99.0	102.0	104.0	102.0	24.3	102.0	nt	-1.0	101.0	5.8	102.0
COc1cc(OC)c(OC)cc1/C=C1\C(=O)NC(=O)N(Cc2ccccc2)C1=O	103.4	98.0	97.0	94.0	4.2	97.0	-4.3	1.0	95.0	-36.7	103.0
CC(C)CCN1CCN(Cc2c(F)cccc2Cl)CC1CCO (stereo not drawn)	101.7	97.0	102.0	98.0	13.7	102.0	-20.4	-3.0	97.0	-6.9	99.0

Brought forward from above: 2 compounds; new compounds follow.
SMILES	RGS8-Gao reg	Rab2 wt GTP	Rac1 wt modul	HRas wt GTP bind	Mcl1-Noxa inh	Cdc42 wt	Pf gametocyte	Bim-Mcl-1	Rac1 act GTP bind	Mcl1 Bid PPI	Rab7 wt GTP bind
COc1cc(OC)c(OC)cc1/C=C1\C(=O)NC(=O)N(Cc2ccccc2)C1=O	103.4	98.0	97.0	94.0	4.2	97.0	-4.3	1.0	95.0	-36.7	103.0
CC(C)CCN1CCN(Cc2c(F)cccc2Cl)CC1CCO (stereo not drawn)	101.7	97.0	102.0	98.0	13.7	102.0	-20.4	-3.0	97.0	-6.9	99.0
CC(=NC1CCN(Cc2ccccc2)CC1)c1c(O)n(C)c(=O)n(C)c1=O	100.2	101.0	104.0	101.0	6.0	102.0	-7.6	-1.0	98.0	-55.9	100.0
CCN(CC)CCN=Cc1c(O)n(CCc2ccccc2)c(=O)[nH]c1=O	100.2	103.0	101.0	102.0	6.2	103.0	nt	-2.0	100.0	12.4	97.0
COc1ccc(Cn2c(N)c(C(=O)NCc3ccco3)c3nc4ccccc4nc32)cc1OC	101.6	98.0	98.0	96.0	nt	98.0	nt	6.0	95.0	nt	94.0
CN1CCN(c2cc(N3CCCC3)c([N+](=O)[O-])cc2F)CC1	101.9	104.0	103.0	106.0	-5.6	106.0	-15.1	-2.0	99.0	-28.8	103.0
CN1CC=C(c2c[nH]c3ccccc23)CC1	98.8	?	?	?	-6.2	?	nt	-1.0	?	-34.5	?
CN1CCN(c2cc(N3CCCCCC3)c(F)cc2[N+](=O)[O-])CC1	106.2	101.0	101.0	101.0	22.6	101.0	nt	-4.0	100.0	-19.5	100.0
CC(=O)c1ccc(OC(NC(=O)c2ccco2)C(Cl)(Cl)Cl)cc1 (stereo not drawn)	98.3	94.0	96.0	96.0	-16.5	94.0	nt	-2.0	94.0	-14.1	97.0
O=C1CN=C(c2ccccc2)c2cc(Br)ccc2N1Cc1cc(=O)n2ccccc2n1	104.2	?	?	?	5.0	?	6.7	nt	?	-24.9	?
Cc1c(N=Cc2c(O)n(Cc3ccc(F)cc3)c(=O)[nH]c2=O)c(=O)n(-c2ccccc2)n1C	77.6	99.0	110.0	103.0	0.4	105.0	-6.1	-4.0	102.0	-34.0	99.0
CN1CCN(c2ccc(C(N)=O)cc2[N+](=O)[O-])CC1	130.0	102.0	105.0	102.0	3.5	102.0	nt	1.0	98.0	-25.9	109.0
CCOC(=O)c1c(N)n(Cc2ccc(OC)cc2)c2nc3ccccc3nc12	100.5	93.0	93.0	96.0	16.2	95.0	nt	0.0	94.0	2.2	98.0
Cn1c(=O)cc(OCC(=O)N2CCC3(CC2)OCCO3)c2ccccc21	99.5	96.0	94.0	98.0	16.6	98.0	-6.2	0.0	97.0	-11.0	96.0
O=C1CN=C(c2ccc(Br)cc2)c2c(sc3c2CCCC3)N1CCN1CCCCC1	97.3	97.0	99.0	100.0	3.5	95.0	4.9	-24.0	98.0	-12.8	105.0
CN1CCN(c2ccc([N+](=O)[O-])c(N/N=C3\CN4CCC3CC4)c2)CC1	104.3	95.0	100.0	99.0	-5.8	99.0	4.5	1.0	97.0	-17.6	96.0
Cc1ccsc1C(=O)C1CCCN(Cc2cc(C(C)C)n[nH]2)C1 (stereo not drawn)	101.2	95.0	99.0	98.0	18.8	93.0	-10.3	-3.0	96.0	-29.2	97.0
